Assay outcomes deposited in PubChem by several laboratories.
GPR35 arrestin U2OS: inhibition of zaprinast-stimulated GPR35 beta-arrestin translocation – imaging, U2OS, beta-arrestin-GFP, zaprinast agonist, primary screen (AID 2058); U2OS GPR35 beta-arrestin-GFP translocation imaging, zaprinast antagonism; higher % means a stronger effect; one-dose inhibition, % at 10 µM; IC50 in µM for titrated hits; hit rate 0.052% among 290,000;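 active = inhibition of at least 50% with at least 30 cells and total cytoplasm GFP at most 10,000,000; inconclusive = under 30 cells or total GFP of 10,000,000 plus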
HIV fusion peptide: inhibitors of HIV fusion peptide binding, primary screen, biochemical, uHTS, fluorescence dequenching (AID 1986) | cell-free peptide binding, fluorescence dequenching, 30 min; higher % means a stronger effect | one-dose inhibition, % at 20 µM; IC50 in µM for titrated hits | hit rate 0.3% among 290,000; in the data active = inhibition mostly above about 52%, no sharp cut-off; inactive = mostly below about 76%; also: some results filed as inactive read as strong as hits
Salmonella PhoP GFP: inhibitors of PhoP regulon expression, primary screen, Salmonella Typhimurium, GFP reporter (AID 1863) | hit rate 0.16% among 300,000 | one-dose inhibition, % at 50 µM; IC50 in µM for titrated hits | S. Typhimurium PhoP-regulated promoter GFP reporter, 4 h; higher % means a stronger effect;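 active = inhibition over 29.93%, a cutoff 3 SD above the screen mean, later confirmed by dose response; inconclusive = inhibition over 29.93% but no dose response follow-up; inactive = inhibition at most 29.93% or unconfirmed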;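 also: 0% = low Mg2+ inducing control and 100% = high Mg2+ repressing control; strong numbers were not always called active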
GPR55 antagonists: inhibition of LPI-stimulated GPR55 beta-arrestin translocation – imaging, U2OS, beta-arrestin-GFP, LPI agonist, primary screen (AID 2013); U2OS GPR55 beta-arrestin-GFP translocation imaging, LPI antagonism; higher % means a stronger effect; one-dose inhibition, % at 10 µM; IC50 in µM for titrated hits; hit rate 0.13% among 290,000;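 active = spots per cell inhibited over 60%, with over 100 cells counted and total cytoplasm intensity under 500,000; inconclusive = wells with under 100 cells, flagged as likely toxic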;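 also: U2OS cells stably carrying GPR55 and arrestin-GFP stimulated by 5 µM LPI near EC80; imaged beta-arrestin-GFP aggregate spots per cell after agonist stimulation; plate controls were LPI-stimulated DMSO wells for no effect and DMSO wells without LPI for full effect; some results filed as inactive read as strong as hits; confirmed hits need IC50 under 10 µM and bright autofluorescent wells are also inconclusive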
RSV antiviral HEp-2: RSV antiviral activity via CPE protection, HEp-2 cells, primary 10 µM value included (AID 2391) | HEp-2 cells, RSV-induced CPE inhibition; higher % means a stronger effect | CPE inhibition, % at 10 µM; hits with a dose series show IC50 in µM | hit rate 0.13% among 310,000; in the data active = a potency from the dose series; inconclusive = CPE inhibition mostly from about 23% at the one dose, without a potency; inactive = the rest, 99 in 100 with CPE inhibition below about 21%; also: strong numbers were not always called active
K1F lysis inhibition: inhibition of K1F phage lysis, E. coli UTI89, bacterial capsule biogenesis inhibitors, alamar blue (AID 488966); E. coli UTI89 K1F phage lysis, alamar blue, 2 h; higher % means a stronger effect; inhibition, % at 100 µM; hits with a dose series show IC50 in µM; hit rate 0.02% among 340,000;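 active = phage lysis inhibition, versus mean bacterial control, above a set limit; inconclusive = no clear call, values can overlap the other calls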;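 also: capsule biogenesis inhibitors block K1F phage lysis so surviving cells raise fluorescence; higher fluorescence means more inhibition of phage lysis; actives were called in the ten point dose series up to 300 µM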
NS5 inhibitors: Dengue-2 NS5 methyltransferase inhibitors, primary screen, biochemical, confirmation dose response (AID 588689) | Dengue-2 NS5 methyltransferase capping enzyme assay, biochemical; higher % means a stronger effect | one-dose inhibition, % at 25 µM; IC50 in µM for titrated hits | hit rate 0.3% among 340,000; in the data active = a potency from the dose series; inconclusive = inhibition above about 29% without an active follow-up result
MgcRacGAP inhibition: MgcRacGAP GTPase-activating activity inhibitors, confirmation, biochemical, ADP Hunter fluorescence | MgcRacGAP-stimulated Rac1 GTP hydrolysis, ADP Hunter fluorescence; higher % means a stronger effect; GST-tagged Rac1 F28L mutant substrate | one-dose inhibition, % at 30 µM; IC50 in µM for titrated hits | hit rate 0.6% among 340,000 | AID 624330;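 active = first-screen hits whose inhibition reached a set limit at any dose in the follow-up dose series; inconclusive = inhibition above the set first-screen limit but never retested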;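 also: fluorescence reports GDP produced by GAP-driven GTP hydrolysis; strong numbers were not always called active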
Large T inhibition: TAg ATPase/helicase activity blockers – biochemical (AID 1903); SV40 large T antigen ATPase/helicase inhibition assay; higher % means a stronger effect; inhibition, % at 20 µM; hits with a dose series show IC50 in µM; hit rate 0.39% among 310,000; in the data active = a potency from the dose series; inconclusive = inhibition mostly from about 32% at the one dose, without a potency; inactive = the rest, 99 in 100 with inhibition below about 32%; also: strong numbers were not always called active
NS5 inhibitors pilot replicate: recorded beside NS5 inhibitors, whose call it bears; inhibition, %; measured here: pilot screen replicate inhibition
* hit, by the source's call; ? = inconclusive; · = not tested or not shown; [ ] = dose if it differs, or a comment.

SMILES	GPR35 arrestin U2OS	HIV fusion peptide	Salmonella PhoP GFP	GPR55 antagonists	RSV antiviral HEp-2	K1F lysis inhibition	NS5 inhibitors	MgcRacGAP inhibition	Large T inhibition	others
Cc1cc(=O)[nH]c(N/N=C/c2ccc([N+](=O)[O-])cc2)n1	1.9%	-1.1%	5.9%	6.2%	1.3%	·	·	·	12.6%
COCC(C)N1CCC(n2nccc2NC(=O)CCCc2ccccc2)CC1 (centres undefined)	-3.6%	5.8%	-0.5%	7.4%	0.8%	0.5%	-6.2%	10.5%	8.4%
COc1ccccc1C(=O)N/C(=C\c1cn(S(=O)(=O)N(C)C)c2ccccc12)C(=O)NCCCN1CCOCC1	-14.4%	0.5%	-0.2%	14.3%	-1.2%	0.3%	-2.7%	16.6%	8.4%
CCC(=O)N1CCc2cc(S(=O)(=O)NCCC(=O)NC3CCCCCC3)ccc21	-10.2%	0.7%	-4.4%	12.8%	0.7%	-0.1%	-0.9%	-2.8%	14.1%
COC(=O)c1cc(=O)n(Cc2ccco2)c(=Nc2ccc(F)c(Cl)c2)s1	10.8%	3.0%	-6.3%	34.7%	-2.0%	-2.0%	-7.0%	-6.9%	16.8%
COc1ccc(OC)c(S(=O)(=O)Nc2ccccc2C)c1	7.2%	2.1%	-6.0%	2.4%	1.0%	0.1%	2.1%	14.1%	3.9%
O=S(=O)(NC(=S)NC1CCCCC1)c1cccs1	2.9%	1.0%	-5.0%	-0.4%	1.1%	0.1%	·	5.2%	8.6%
CC(NC(=O)c1ccc(C(C)(C)C)cc1)C(=O)O (centres undefined)	-17.9%	0.3%	-8.3%	-1.0%	0.9%	5.4%	0.8%	6.8%	10.0%
CCOC(=O)c1sc(=S)n(-c2cccc(OC)c2)c1N	-6.9%	-1.9%	-4.0%	-6.8%	-1.8%	5.2%	-1.6%	10.0%	-4.4%
S=C(NCCc1ccccc1)N/N=C/c1c(Cl)cccc1Cl	3.0%	-0.5%	1.0%	2.2%	2.7%	-7.5%	-2.9%	6.3%	12.0%
Cc1ccccc1Cn1ccc(NC(=O)CCSc2nc(-c3ccco3)cc(C(F)(F)F)n2)n1	-12.7%	4.1%	-4.2%	19.3%	3.5%	0.5%	3.4%	-1.1%	5.9%
O=C(COC(=O)c1ccc(F)c(S(=O)(=O)N2CCCCC2)c1)NCc1ccc(F)cc1	-8.2%	-0.1%	0.3%	-3.5%	1.5%	-0.2%	0.7%	4.2%	29.2%
COCCOC(=O)C1=C(C)N(Cc2ccccc2)C(=O)NC1c1ccc(OC)cc1 (centres undefined)	11.7%	-1.2%	0.2%	-1.7%	76.7%	0.6%	-2.1%	8.5%	12.3%
O=C(CN(c1ccc(Br)cc1)S(=O)(=O)c1ccc(Cl)c([N+](=O)[O-])c1)NCCc1ccccc1	-11.4%	-0.4%	-4.9%	8.1%	1.2%	-0.1%	-3.6%	3.3%	7.8%
Cc1c(NC(=O)CN2C(=O)NC3(CCCCC3C)C2=O)cccc1[N+](=O)[O-] (centres undefined)	·	·	·	·	11.6µM*	0.2%[50 µM]	-2.2%	4.5%	·
O=C(c1ccccc1F)N1CCN(Cc2ccc3c(c2)OCO3)CC1	-1.6%	-0.8%	4.9%	-9.4%	2.0%	-0.5%	6.6%	125µM*	4.7%
c1ccc2c(c1)ncn2CCCCOc1ccc2c(c1)CCC2	1.8%	0.6%	52.0%	-7.0%	-0.9%	0.2%	-7.8%	29.6%	9.2%
O=C(COC(=O)c1c(Cl)cccc1Cl)NC1CCCCC1	-2.7%	0.3%	-2.3%	3.3%	1.3%	-0.3%	-11.5%	2.8%	-2.9%
O=C(/C=C/c1ccc(Cl)cc1Cl)c1ccc[nH]1	-15.7%	-1.5%	4.7%	16.9%	?	1.2%	·	-1.7%	-1.1%
COc1ccc(CCNc2nc(-c3ccncc3)cs2)cc1OC	-14.6%	-0.3%	1.2%	5.7%	19.6%	-0.9%[50 µM]	6.8%	15.4%	22.6%
COc1ccccc1CNC(=O)COc1ccc(S(=O)(=O)N2CCOCC2)cc1	·	·	9.6%	·	-2.7%	1.2%[50 µM]	-0.7%	-0.8%	10.4%
COc1ccc(N2CCN(C(=O)c3ccc(C)c(NC(=O)C4=C(C)OCCS4)c3)CC2)cc1	-10.3%	-1.4%	-2.7%	-2.6%	5.0%	0.4%	-1.8%	16.2%	23.7%
C=C(C)C(=O)Nc1cccc(C2=NOC3(C2)C[C@@H](C(N)=O)N(C(=O)/C=C/C=C/C)C3)c1 (some centres undefined)	-3.9%	34.8%	-5.8%	-5.7%	0.0%	2.0%	-0.8%	8.0%	4.6%
COc1ccc(C(=O)O)cc1S(=O)(=O)NCCN(C)C	12.2%	1.5%	-5.1%	-8.7%	1.5%	4.4%	-0.8%	-2.9%	23.7%
Cc1cc2c(c(=O)o1)C(C1C=CCCC1)C(C#N)=C(N)O2 (centres undefined)	-0.3%	-0.7%	-9.5%	2.7%	0.5%	0.8%	-11.3%	2.8%	13.6%
CC(C)C(=O)NC(Nc1cccc2cccnc12)C(Cl)(Cl)Cl (centres undefined)	14.2%	-3.0%	4.7%	18.3%	1.5%	-0.2%	0.8%	4.4%	-7.3%
O=C(CCNC(=O)c1ccc(Cl)cc1)Nc1ccncc1	·	·	-0.4%	·	0.2%	1.2%[50 µM]	-2.2%	8.0%	11.4%
CCCn1c(C)cc(C(=O)COC(=O)c2nccnc2N)c1C	-9.8%	0.3%	-3.0%	-1.7%	0.6%	0.1%	-15.8%	1.7%	29.9%
CCn1c(SCC(=O)C(C)(C)C)nnc1-c1cccnc1	11.7%	-0.6%	-1.4%	4.4%	2.3%	6.0%	2.7%	3.2%	-0.8%
CCOC(=O)c1nc(C)n(-c2cc(Cl)cc(Cl)c2)n1	-0.5%	-2.2%	-10.4%	16.3%	-0.2%	0.2%	-2.7%	1.0%	-0.1%	NS5 inhibitors pilot replicate=-1.8
CCC(=O)Nc1ccc(S(=O)(=O)Nc2ccc(Cl)nn2)cc1	5.5%	1.4%	-9.7%	-5.6%	0.4%	0.4%	0.0%	-1.5%	7.3%
CC1(C)CC(=O)C=C(c2cccc3c2sc2ccccc23)C1	·	·	·	·	6.5%	0.3%	2.8%	7.5%	·
CCOc1ccccc1Oc1coc2cc(OC(=O)c3ccco3)ccc2c1=O	-1.1%	2.1%	-1.0%	21.8%	2.2%	2.3%	-7.5%	3.8%	12.6%
Cc1ccc(S(=O)(=O)N2CCN(CC(=O)N/N=C\C(Cl)=C\c3ccccc3)CC2)cc1	8.3%	1.1%	7.9%	12.1%	12.9%	4.3%	-4.4%	5.4%	7.1%
C/C(=N\NC(=O)CSCc1ccccc1Br)c1cccc([N+](=O)[O-])c1	-6.1%	-0.9%	-7.6%	2.2%	1.8%	0.3%	-7.2%	-0.5%	0.3%
N#Cc1ccccc1Sc1ccccc1C(=O)OCC(=O)NC1CCCCC1	-0.8%	5.2%	-2.9%	-6.8%	2.8%	3.2%	3.6%	7.0%	1.9%
COc1ccccc1N(C)S(=O)(=O)c1ccc(C(=O)NCC(C)C)cc1	-0.6%	-1.8%	11.0%	1.8%	1.4%	0.8%	-2.3%	-9.0%	-5.0%
Clc1ccccc1C1=CC(c2ccco2)n2ncnc2N1 (centres undefined)	1.6%	-0.9%	-3.1%	5.2%	·	0.9%	?	13.6%	26.2%
Cc1ccc(NC(=O)CSc2nnc(-c3n[nH]c4ccccc34)n2-c2ccccc2)c(C)c1	8.1%	-0.7%	12.1%	8.4%	12.4%	2.4%	-5.9%	11.2%	7.8%
O=C(CCNC(=O)c1ccc(Br)cc1)NNC(=O)C1COc2ccccc2O1 (centres undefined)	·	·	-0.8%	·	-2.5%	1.1%[50 µM]	-6.5%	3.5%	2.0%
O=C(Nc1ccccc1)C(=O)c1c[nH]c2ccccc12	13.5%	-0.9%	10.2%	-15.9%	3.5%	0.2%	1.7%	12.1%	-0.9%
O=C1CC(c2cccs2)c2ccc3ccccc3c2N1 (centres undefined)	-14.4%	1.7%	-2.3%	10.1%	-0.4%	-0.2%	-2.9%	6.4%	13.8%
N#C/C(=C\c1cccs1)C(=O)N1CCOCC1	-4.3%	1.0%	-11.4%	8.1%	0.8%	-0.5%	-0.8%	0.0%	3.2%
C=CCn1c(SCC(=O)NCC(=O)OCC)nnc1-c1cccc(OC)c1	-1.4%	2.5%	6.9%	1.5%	1.0%	0.5%	·	16.3%	-0.5%
CCCOc1ccc(C(=O)Nc2ccc(CN3CCOCC3)cc2)cc1	-7.8%	-0.1%	-1.2%	·	16.3%	0.1%	-4.0%	7.3%	1.9%
CCCCNC(=O)c1ccc(NS(=O)(=O)c2ccccc2)cc1	-2.3%	-2.4%	12.0%	0.8%	0.9%	0.1%	-2.1%	-3.7%	-8.3%
CCOc1cc(S(=O)(=O)NCc2ccncc2)c(C)cc1C	-2.7%	1.2%	-6.4%	-11.1%	-1.8%	0.1%	-6.2%	3.1%	13.8%
CCOc1ccccc1NC(=O)C1CCCN(S(=O)(=O)c2c(C)[nH]c(=O)[nH]c2=O)C1 (centres undefined)	-8.6%	-0.6%	-3.7%	-1.8%	0.9%	0.1%	-4.8%	7.9%	-2.6%
CCn1c(COc2ccccc2)nnc1SCC(=O)C(C)(C)C	13.4%	0.6%	1.1%	5.6%	-0.1%	1.9%	-5.4%	6.7%	3.8%
Cc1ccc(O)c(CNc2nc3ccccc3n2C(C)C)c1	-2.9%	0.7%	-5.6%	-0.8%	4.5%	0.0%	-9.1%	16.5%	1.7%	NS5 inhibitors pilot replicate=-1.8
COc1ccc(C)cc1NC(=O)Nc1ccccc1SC	-0.1%	0.0%	-1.8%	0.4%	3.6%	-1.3%	-6.9%	11.9%	25.6%
Cc1nc2ccc(C(=O)c3ccccc3)cc2[nH]1	7.2%	1.6%	1.1%	1.4%	2.5%	-0.3%	-0.8%	6.3%	0.0%
CC(C)NC(=O)COc1ccc(Cl)cc1Cl	-7.1%	0.1%	4.7%	-1.8%	?	0.0%	-5.6%	4.2%	9.0%
